Source: PubChem
Kir21 block: Kir2.1 (mouse) channel inhibition | P35561 | B-score at 10 µM | HEK293-Kir2.1, FluxOR thallium flux fluorescence; hits give low values | AID 1672 | 310,000 tested, 0.85% active;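 active means fluorescence ratio B-score at or below minus 3 SD of library scores, with starting-brightness B-score within 2 SD, cut at about -4.2 in these data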;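 further: channel flux triggered by added potassium and thallium sulfate stimulus; B-score of peak minus minimum fluorescence over baseline after thallium stimulus; more negative B-score means stronger Kir2.1 block with less thallium influx; some compounds called inactive have numbers as strong as hits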
Target sequence (P35561 whole entry, looked up): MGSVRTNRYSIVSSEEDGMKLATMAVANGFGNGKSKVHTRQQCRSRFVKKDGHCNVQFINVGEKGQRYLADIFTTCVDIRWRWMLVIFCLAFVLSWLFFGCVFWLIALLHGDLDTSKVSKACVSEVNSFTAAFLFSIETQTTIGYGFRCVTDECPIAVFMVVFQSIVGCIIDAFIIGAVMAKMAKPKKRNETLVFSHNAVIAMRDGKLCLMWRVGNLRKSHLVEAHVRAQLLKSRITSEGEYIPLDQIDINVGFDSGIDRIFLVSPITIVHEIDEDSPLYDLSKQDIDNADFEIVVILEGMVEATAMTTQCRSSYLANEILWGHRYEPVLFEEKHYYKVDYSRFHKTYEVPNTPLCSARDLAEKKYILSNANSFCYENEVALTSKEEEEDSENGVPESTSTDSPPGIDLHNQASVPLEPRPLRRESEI
STK33 kinase inh: inhibitors of human STK33 kinase | inhibition, % at 10 µM | Q9BYT3 | purified STK33, MBP phosphorylation, ADP-Glo luminescence | 320,000 tested, 0.073% active | AID 2661;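 active means inhibition at or above 25%, using the most active replicate where run in duplicate; inactive means inhibition below 25%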
Target sequence (Q9BYT3 whole entry, looked up): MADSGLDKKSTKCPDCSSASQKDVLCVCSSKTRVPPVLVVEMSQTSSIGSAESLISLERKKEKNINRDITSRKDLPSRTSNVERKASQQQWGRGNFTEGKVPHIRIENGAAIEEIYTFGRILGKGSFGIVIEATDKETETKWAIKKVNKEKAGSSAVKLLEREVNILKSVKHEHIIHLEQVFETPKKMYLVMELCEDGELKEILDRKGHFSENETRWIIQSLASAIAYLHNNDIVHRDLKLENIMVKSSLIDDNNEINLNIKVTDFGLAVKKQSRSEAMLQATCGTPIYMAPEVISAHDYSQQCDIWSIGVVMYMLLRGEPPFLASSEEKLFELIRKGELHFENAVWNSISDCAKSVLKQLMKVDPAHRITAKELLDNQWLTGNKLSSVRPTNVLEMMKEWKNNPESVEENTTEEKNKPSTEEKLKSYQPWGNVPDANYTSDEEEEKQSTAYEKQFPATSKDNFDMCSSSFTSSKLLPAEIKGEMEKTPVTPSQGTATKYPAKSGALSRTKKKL
* = called active by the depositor; . = not tested or not shown. Outcome played no part in choosing rows, and some 0.84% of all compounds hit somewhere here.

Start of the data: the first four records, to show the layout:
Every second line gives: Kir21 block	STK33 kinase inh
COc1ccc(CCN(Cc2ccc(C(C)C)cc2)S(=O)(=O)c2ccc(S(=O)(=O)N(C)C)cc2)cc1OC
→ -0.06	-0.4
O=C(O)c1cc2cccc(S(=O)(=O)N3CCCCC3)c2cc1O
→ -0.65	-0.4
CCn1c(SCC(=O)Nc2ccc3c(c2)OCO3)nc2c1c(=O)n(C)c(=O)n2C
→ 0.21	-0.1
Cc1cccn2c(=O)c3cc(C(=O)NCC4CCCO4)c(=N)n(Cc4ccc(F)cc4)c3nc12 (stereo not given)
→ 0.72	0.2

This part in full (from the top)
Every second line gives: Kir21 block	STK33 kinase inh
COc1ccc(CCN(Cc2ccc(C(C)C)cc2)S(=O)(=O)c2ccc(S(=O)(=O)N(C)C)cc2)cc1OC
→ -0.06	-0.4
O=C(O)c1cc2cccc(S(=O)(=O)N3CCCCC3)c2cc1O
→ -0.65	-0.4
CCn1c(SCC(=O)Nc2ccc3c(c2)OCO3)nc2c1c(=O)n(C)c(=O)n2C
→ 0.21	-0.1
Cc1cccn2c(=O)c3cc(C(=O)NCC4CCCO4)c(=N)n(Cc4ccc(F)cc4)c3nc12 (stereo not given)
→ 0.72	0.2
COC(=O)C1(Cc2cc(-c3ccc(Cl)cc3)no2)CCN(C(=O)OC(C)(C)C)CC1
→ -0.93	-0.9
c1ccc(C2CC(c3cccs3)=NN2c2ccccc2)cc1 (stereo not given)
→ 0.22	1.1
COc1cc(/C=N/NC(=O)Nc2ccccc2)ccc1OC(C)=O
→ 0.76	-1.8
Cc1cccc(S(=O)(=O)N2CCn3cccc3C2C)c1 (stereo not given)
→ .	1.0
CC(=O)Nc1sc(C)c(C)c1C(=O)OC(C)C
→ -4	-0.9
COc1ccc2c(c1)sc(=NC(=O)CS(=O)(=O)c1ccc(F)cc1)n2C
→ -0.46	.
COc1ccc(O[C@H]2C=C[C@@H](c3ccccc3)O[C@@H]2CO/N=C(\C)CCC(=O)OC[C@H]2O[C@H](c3ccccc3)C=C[C@@H]2Oc2ccc(OC)cc2)cc1
→ 0.48	0.8
CCN(CC)c1c([N+](=O)[O-])c(=O)oc2ccccc12
→ 1.3	-1.0
O=C1c2c(Br)c(Br)c(Br)c(Br)c2C(=O)N1c1ccccn1
→ -0.79	-2.2
COc1ccc(CNC(=O)Cc2c(C(=O)O)[nH]c3ccccc23)c(OC)c1
→ 1	-0.6
CCCCS(=O)CC(CS(=O)CCCC)OC(=O)c1ccc(C)cc1 (stereo not given)
→ 0	0.9
CC(C)c1cccc(O)c(=O)c1
→ -0.26	0.0
CC1=C(C(=O)OC(C)C)C(c2cccs2)n2ncnc2N1 (stereo not given)
→ -0.02	0.9
C=C(C)CSc1nc2sc3c(c2c(=O)n1-c1ccc(C)cc1)CCN(C)C3
→ 0.73	.
COc1ccc2[nH]c(=O)c(CNc3cccc(C)c3)cc2c1
→ -1.7	0.0
CCn1cnc2c1c(=O)[nH]c(=O)n2Cc1ccccc1
→ 0.7	-2.3
Cc1ccc(NC(=O)CCC(=O)N/N=C/c2ccc(O)cc2O)cc1
→ 0.14	0.0
CCOC(=O)N1CCN(CC(O)c2c[nH]c3ccc(OC)cc23)CC1 (stereo not given)
→ 0.04	1.3
Cc1[nH][nH]c(=O)c1C(c1c(C)[nH][nH]c1=O)c1cn(Cc2cccc3ccccc23)c2ccccc12
→ .	-0.4
OC(CNCC(c1ccc(Cl)cc1Cl)c1c[nH]c2ccccc12)c1ccccc1 (stereo not given)
→ -0.4	-2.0
O=[N+]([O-])c1nn(-c2ccc(Cl)cc2)n(O)c1=NCc1ccccc1
→ 0.14	-0.5
Cc1coc2cc3oc(=O)c(CC(=O)N(C)CC(=O)O)c(C)c3cc12
→ -0.65	-1.8
COc1ccc(NC(=O)Nc2ccc3c(c2)CCC3)cc1
→ 0.57	-2.1
O=C(NCc1ccc2c(c1)OCO2)c1ccc(CN2CCc3ccccc3C2)cc1
→ 1.4	-0.1
Cc1ccc(C(=O)OCC(=O)N2C(C)CCCC2C)cc1S(=O)(=O)N1CCOCC1 (stereo not given)
→ 0.03	-1.6
CCOC(=O)c1cc2nc(-c3ccco3)cc(C(F)(F)F)n2n1
→ 0.06	-7.8

In another format: 4 of the compounds above
> COc1ccc(CNC(=O)Cc2c(C(=O)O)[nH]c3ccccc23)c(OC)c1
  Kir21 block = 1
  STK33 kinase inh = -0.6

> CCCCS(=O)CC(CS(=O)CCCC)OC(=O)c1ccc(C)cc1 (stereo not given)
  Kir21 block = 0
  STK33 kinase inh = 0.9

> CC(C)c1cccc(O)c(=O)c1
  Kir21 block = -0.26
  STK33 kinase inh = 0.0

> CC1=C(C(=O)OC(C)C)C(c2cccs2)n2ncnc2N1 (stereo not given)
  Kir21 block = -0.02
  STK33 kinase inh = 0.9

Other structures follow:
Every second line gives: Kir21 block	STK33 kinase inh
COc1ccc(S(=O)(=O)Cc2ccc(C(=O)N3CCN(C(=O)c4ccco4)CC3)o2)cc1
→ 0.07	0.2
Cc1cc(-c2ccc(C)c(S(=O)(=O)NCC3CCN(Cc4cccc(F)c4)CC3)c2)on1
→ -2	0.5
CCOC(=O)N/N=C\c1cccc(OC)c1OC/C=C/c1ccccc1
→ -1.6	-1.9
COC(=O)c1ccc(N2C(=O)CC(N3CCC(O)(c4ccc(Br)cc4)CC3)C2=O)cc1 (stereo not given)
→ 1.4	-0.3
CC(C)NS(=O)(=O)c1ccc(NC(=O)Cc2cccs2)cc1
→ 1.2	-1.0
O=C(NCCc1ccccc1)c1ccccc1F
→ -0.24	-0.1
CCCCC(CC(O)COCC(C)C)C(=O)NN (stereo not given)
→ -0.09	0.4
COc1ccc(NC(=O)CN(c2ccc(C)cc2)S(C)(=O)=O)c(OC)c1
→ -0.13	-1.4
CCCCCCCCCCCCCCCC[n+]1ccc(C(N)=O)cc1
→ .	20
Clc1cccc(CNc2nnnn2-c2ccccc2)c1
→ -2.6	-0.8
COc1cc(OC)c(C(=O)COc2ncnc3ccccc23)c(OC)c1
→ 0.72	-1.0
Brc1ccc(CN2CCN(c3ccccn3)CC2)s1
→ -0.65	0.2
COc1ccc(OCC(=O)NC2CCCc3ccccc32)cc1 (stereo not given)
→ -2.2	-0.2
COCCN(C(=S)Nc1cc(C)cc(C)c1)C(C)c1cccs1 (stereo not given)
→ -0.8	-0.7
CN(C)c1nc(-c2ccccc2)cc(C(F)(F)F)c1C#N
→ 0.54	-3.8
COc1ccccc1NS(=O)(=O)c1cc(NC(=O)CCc2nc3ccccc3c(=O)[nH]2)ccc1C
→ 1.2	0.1
COc1ccc(Cn2c(SCc3cc(C)ccc3C)nc3cc(OC)c(OC)cc3c2=N)cc1
→ -0.05	-1.5
CN(CC(=O)Nc1ccccc1Br)C(=O)c1cccc([N+](=O)[O-])c1
→ 0.07	-1.4
COC(=O)C(Cc1ccc(O)cc1)NC(=O)C1CCN(S(=O)(=O)c2ccc(C)cc2)CC1 (stereo not given)
→ 1.5	-0.9
COc1cc(C(CCN2CCCC(C)C2)c2c(OC)cc(OC)c3c(-c4ccccc4)cc(=O)oc23)cc(OC)c1OC (stereo not given)
→ -0.06	0.5
O=[N+]([O-])c1ccc(Oc2cccnc2)nc1
→ -0.26	-0.6
CCOC(=O)CC(Nc1nc(N2CCOCC2)nc(N2CCOCC2)n1)c1ccccc1Cl (stereo not given)
→ 0.77	-0.8
COc1ccc(NC(=O)NS(=O)(=O)c2ccc(C)cc2)c(OC)c1
→ -1.5	-0.7
Cc1ccc(COC(=O)c2cc(S(=O)(=O)N3CCCCC3)ccc2N2CCOCC2)cc1
→ 0.83	0.1
Cc1ccc(N2CC(C(=O)Nc3nnc(SCC(N)=O)s3)CC2=O)cc1C (stereo not given)
→ 0.57	1.0
CCNc1nc(N)nc(Oc2ccc(OCCOc3ccccc3)nn2)n1
→ -0.1	0.1
CCN(CC)S(=O)(=O)c1ccc(Cl)c(NC(=O)c2cc(Cl)cc(Cl)c2)c1
→ 0.15	0.4
O=c1cc(CSc2ccccc2)[nH]c(=S)[nH]1
→ 0.47	.
Cc1ccc(C2CC2C(=O)NN)cc1 (stereo not given)
→ -1.6	-0.2
O=C(O)c1ccc(CSc2nnc(-c3ccc(Cl)cc3)o2)cc1
→ 1.1	-1.4
COC(=O)CSc1nnc(CNC(=O)c2ccccc2OC)n1-c1ccc(OC)cc1
→ .	-3.6
CCCc1cc(C(N)=O)c(NC(=O)C2CCCO2)s1 (stereo not given)
→ -0.42	0.1
c1ccc(-c2ccc(C3=Nn4c(Cn5nnc6ccccc65)nnc4SC3)cc2)cc1
→ 0.23	2.0
CC1=CCC2(CO)COC(c3ccccc3O)C1C2 (stereo not given)
→ 0.17	-0.8
OCCCCCNc1ncnc2ccccc12
→ -0.07	0.2
Cc1ccc(CN2CC(C(=O)N3CCN(S(=O)(=O)c4cc(C)ccc4C)CC3)CC2=O)cc1 (stereo not given)
→ 0.11	-0.2
COc1cccc(NC(=O)CN(C)C(=O)c2cc(-c3cccc(Br)c3)nc3ccccc23)c1
→ -1.8	-0.1
COc1ccc(C2C(C#N)=C(N)Nc3onc(C(C)(C)C)c32)c(OC)c1 (stereo not given)
→ -0.26	-0.9
COc1ccc(NC(=O)CN2C(=O)NC(C)(c3ccccc3)C2=O)c(OC)c1 (stereo not given)
→ 0.65	-0.6
COc1ccccc1NC(=O)CCSc1nnc(-c2ccncc2)o1
→ 0.43	-1.6
CC(/C=C/C1[C@H](C)C[C@H](O[C@@H]2O[C@H](CO)[C@@H](O)[C@H](O)[C@H]2O)CC1(C)C)O[C@H]1O[C@H](CO)[C@@H](O)[C@H](O)[C@H]1O (stereo not given in full)
→ .	0.9
CCC(CC)NC(=O)CO/N=C/c1ccc(Cl)cc1Cl
→ 0.01	-1.4
CC(Nc1nc(-c2ccccc2O)nc2ccccc12)c1ccccc1 (stereo not given)
→ -0.02	-0.9
N#Cc1ccc(-c2csc(NC(=O)/C=C/c3cccs3)n2)cc1
→ 0.97	-2.2
CC(=O)c1nccs1
→ .	-0.1
C=CCNC(=O)CN(CCc1ccccc1)S(=O)(=O)c1ccccc1
→ -0.37	-0.9
O=c1[nH]c(-c2ccccc2)nn1-c1ccc(Br)cc1Br
→ 0.43	-1.2
Cc1ccc(NC(=O)CN2CCCC2)cc1
→ 0.74	-2.6
O=C(Cc1ccccc1[N+](=O)[O-])NNC(=O)Nc1ccc2c(c1)OCO2
→ -0.02	-1.1
COc1ccccc1C(=O)OCn1nnc2ccccc2c1=O
→ -0.06	0.1
CCOc1ccc(CCNC(=O)COC(=O)c2cccc(S(=O)(=O)N3CCCC3)c2)cc1OCC
→ -1.3	-1.0
O=C(Nc1ccc(Br)cc1)c1cccc2c1C(=O)N(C1CCCCC1)C2
→ 0.42	0.7
Cc1cc(NC(=O)C2CCCO2)ccc1Br (stereo not given)
→ 1.5	-3.1
O=C(c1cccs1)N1CCN(C23CC4CC(CC(C4)C2)C3)CC1
→ 0.47	0.9
CC1(C)CC(=O)/C(=C(\O)CCCN2C(=O)c3ccccc3C2=O)C(=NCC(=O)O)C1
→ 1	-0.8
COc1ccc(C(C)NC(=O)c2ccc(Cl)cc2)cc1OC (stereo not given)
→ 0.17	0.0
CCc1ccccc1NC(=S)NC1CC2CCC(C1)N2Cc1ccc(F)cc1 (stereo not given)
→ -0.27	-0.3
O=C(/C=C\c1cccs1)N1CCN(Cc2ccc3c(c2)OCO3)CC1
→ 0.87	0.4
CCOC(=O)C1CCCN(C(=O)c2cc(S(=O)(=O)N(C)C)ccc2N2CCCC2)C1 (stereo not given)
→ 0.15	.
COc1ccc2cc(C(=O)/C=C/c3cc(OC)c(OC)c(OC)c3)ccc2c1
→ 0.67	-0.7

New compounds follow.
Every second line gives: Kir21 block	STK33 kinase inh
COc1cc(/C=C2/SC(=S)N(Cc3ccccc3)C2=O)cc(OC)c1O
→ 2.2	4.3
COc1cccc(CNC(=O)CN(C)S(=O)(=O)c2cccc3cccnc23)c1
→ -0.2	-2.7
CCOc1ccc(N/C(N)=N/c2nc(CSc3nnnn3-c3ccccc3)cc(=O)[nH]2)cc1
→ 0	-0.3
COc1cc(C(C(=O)Nc2c(C)cccc2C)N(C)C(=O)c2ccc(-n3cnnn3)cc2)ccc1O (stereo not given)
→ -0.07	-0.2
COC(=O)c1cc(CSc2ncnc3sccc23)oc1C
→ -0.04	2.3
Nc1c(Cl)ncnc1NCC(O)CO (stereo not given)
→ 0	0.0
Cc1cc(NC(=O)CN2C(=O)NC(C)(c3ccccc3)C2=O)no1 (stereo not given)
→ 0.02	-2.4
CCOc1ncccc1C(=O)OCC(=O)Nc1cccc(S(=O)(=O)N2CCCCCC2)c1
→ .	-0.4
CCN1CCN(S(=O)(=O)c2cc(OC)ccc2OC)CC1
→ 0.41	-0.6
CN(C)C(=O)c1ccccc1NC(=O)Cc1cccc2ccccc12
→ 1.4	-1.6
Cc1ccc(C(C(=O)NCc2ccco2)N(C(=O)Cn2nnc3ccccc32)c2ccccc2)o1 (stereo not given)
→ 1.1	-8.1
CCOC(=O)CCC(=O)Nc1ccc(S(=O)(=O)Nc2cc(OC)nc(OC)n2)cc1
→ 0.2	-0.2
Cc1ccc(C(C(=O)NC(C)(C)C)N(CC2CCCO2)C(=O)Cn2nnc(-c3ccc(C)o3)n2)cc1 (stereo not given)
→ -0.34	-2.9
COC(=O)C(CSCc1ccccc1)NC(=O)CSc1nc(C)cc(=O)[nH]1 (stereo not given)
→ -1.3	-1.5
CN(C)CCN(C(=O)c1ccc2ccccc2c1)c1nc2c(F)cccc2s1
→ 1.7	-0.1
CC(=O)c1c(C)[nH]c(C(=O)CSc2nc3ccccc3n2C)c1C
→ -0.04	-0.8
O=C(CCS(=O)(=O)c1ccc(Br)cc1)NCc1ccc(F)cc1
→ -0.38	-0.6
CC1Cc2ccccc2N1C(=O)CCS(=O)(=O)c1ccc2c(c1)NC(=O)CS2 (stereo not given)
→ -1.9	0.7
Cn1c(Cl)nc2c1c(=O)n(Cc1cccc(Br)c1)c(=O)n2C
→ 0.7	20
